Bioassay records deposited in PubChem by several laboratories.
EP2 modulator – modulators of human EP2 prostaglandin E2 receptor; 260,000 compounds, 0.83% hits; AID 940; EP2-expressing cells, cAMP HTRF FRET, PGE2 co-stimulation; P43116; induction, % at 25 µM;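 active = compounds whose cAMP rise, as percent of the full-agonist control response, exceeds 60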;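 also: rat C6 glioma line stably carrying human EP2 under a CMV promoter; the protocol text gives 20 µM as final concentration; 100% = response of wells given 1 µM PGE2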
S1P4 antag – blocks the human S1P4 receptor | O95977 | S1P4-expressing cells, antagonist mode, reporter read-out | inhibition, % at 4.98 µM | 220,000 compounds, 0.26% hits | AID 1510; in the data active = inhibition above about 29%;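 also: 0% = wells stimulated with agonist and 100% = vehicle wells without agonist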
eIF4E 4G PPI – eIF4E/eIF4G interaction inhibition in translation initiation; 220,000 compounds, 0.37% hits; TR-FRET eIF4E-eIF4GI(517-606) binding, 2 h; AID 782; P63073+Q04637; inhibition, % at 21.7 µM;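 active = inhibition above about 30%, limit read from the data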;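 also: 0% = full FRET control wells and 100% = background wells lacking eIF4GI fragment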
NPY Y1 blocker – blocks the human neuropeptide Y Y1 receptor; HEK293-CNG Y1 cells, membrane potential fluorescence; NPY at EC95, then isoproterenol; AID 1040; P25929; inhibition, % at 3.6 µM; 200,000 compounds, 1% hits;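 active = inhibition above the campaign mean inhibition of all tested compounds plus 3 SD, cut at about 20% in these data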;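 also: 0% = DMSO wells given NPY plus isoproterenol and 100% = isoproterenol alone without NPY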
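Material: HEK293 cells with Y1 receptor plus CNG channel; times: compound incubation 1 h at room temperature, readout 45 min post-stimulation; signal: fluorescence, membrane potential probe; read-out basis: fluorescence ratio normalized to % inhibition between controls; benchmarks: full-block control isoproterenol-only wells, zero-block control NPY plus isoproterenol wells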
NPY-Y2 PAM-ag – human NPY-Y2 potentiation or agonism, primary screen. cells expressing NPY-Y2, potentiator/agonist read-out. AID 1359. 220,000 compounds, 0.45% hits. P49146. activation, % at 3.6 µM; in the data active = activation above about 27%;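 also: cells stimulated with NPY near EC25 plus isoproterenol at EC100; 0% = vehicle plus submaximal agonist and 100% = vehicle plus saturating agonist; some results beyond the cut were filed as inactive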
S1P4 ag – activates the human S1P4 receptor; S1P4-expressing cell line, agonist reporter assay; 220,000 compounds, 0.35% hits; activation, % at 4.98 µM; O95977; in the data active = activation above about 11%;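 also: 0% = DMSO vehicle and 100% = reference agonist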
PGE2 EP2 inh – EP2 receptor (human) inhibition | inhibition, % at 25 µM | P43116 | C6 glioma cells expressing human EP2, cAMP TR-FRET; cells stimulated with saturating PGE2 | 260,000 compounds, 0.52% hits;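 active = percent inhibition above 40 after rounding to a whole number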;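 also: rat C6 glioma host cells with rolipram phosphodiesterase inhibitor present; the protocol text gives 20 µM as final concentration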
p97 ATPase inh – inhibitors of human p97 ATPase. 220,000 compounds, 0.42% hits. inhibition, % at 8 µM. recombinant p97 ATPase, Kinase-Glo ATP luminescence, 3 h; in the data active = inhibition above about 15%;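 also: 0% = DMSO vehicle and 100% = wells lacking enzyme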
Target sequence (P55072 whole entry, looked up): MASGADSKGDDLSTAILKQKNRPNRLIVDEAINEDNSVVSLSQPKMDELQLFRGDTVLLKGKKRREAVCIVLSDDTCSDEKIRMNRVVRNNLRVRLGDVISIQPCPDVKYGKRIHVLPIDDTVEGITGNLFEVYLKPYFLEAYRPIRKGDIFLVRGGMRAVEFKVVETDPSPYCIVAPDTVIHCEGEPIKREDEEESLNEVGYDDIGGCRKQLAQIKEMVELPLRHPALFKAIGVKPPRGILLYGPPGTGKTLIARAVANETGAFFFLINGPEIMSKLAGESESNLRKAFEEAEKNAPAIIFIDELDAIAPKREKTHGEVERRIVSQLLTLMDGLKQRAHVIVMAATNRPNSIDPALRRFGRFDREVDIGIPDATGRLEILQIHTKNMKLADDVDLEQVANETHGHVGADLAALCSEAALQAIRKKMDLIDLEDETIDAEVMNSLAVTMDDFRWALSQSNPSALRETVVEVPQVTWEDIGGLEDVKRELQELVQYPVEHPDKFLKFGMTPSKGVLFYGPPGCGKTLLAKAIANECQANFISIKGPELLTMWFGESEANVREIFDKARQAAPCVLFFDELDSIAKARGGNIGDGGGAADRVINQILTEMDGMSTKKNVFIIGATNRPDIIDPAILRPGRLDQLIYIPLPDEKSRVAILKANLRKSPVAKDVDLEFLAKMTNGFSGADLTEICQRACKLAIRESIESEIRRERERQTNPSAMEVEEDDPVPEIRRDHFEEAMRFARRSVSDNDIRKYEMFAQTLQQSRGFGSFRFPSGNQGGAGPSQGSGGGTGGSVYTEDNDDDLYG
NPY1 pot ag – potentiates or activates human NPY-Y1 receptor; NPY-Y1 expressing cells, potentiator/agonist activation; activation, % at 3.6 µM; 220,000 compounds, 0.37% hits; AID 1304; in the data active = activation above about 33%, passing the limit was not always enough;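 also: cells stimulated with NPY at EC10 then isoproterenol at EC100; 0% = low agonist plus stimulus and 100% = saturating agonist plus stimulus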
* marks the source's active call; other numbers are inactive results; · = not tested or not shown; & = joins results of further samples; [ ] = remark or other dose. A portion of the library, so the mix of outcomes need not match the whole.

Every second line gives: EP2 modulator | S1P4 antag | eIF4E 4G PPI | NPY Y1 blocker | NPY-Y2 PAM-ag | S1P4 ag | PGE2 EP2 inh | p97 ATPase inh | NPY1 pot ag
CC[C@@H](NS(=O)(=O)c1ccc(C)cc1)C(=O)Oc1ccc2c3c(c(=O)oc2c1)CCC3
  -50 | -15 | 6[fluorescence artefact?] | 2 | -16 | 1.2 | 6 | -7 | -10
O=C(Nc1ccc2c(c1)OCCO2)C1CC1c1ccccc1 (configuration not stated)
  1 | -21 | 2 | -3 | -10 | -2.3 | 4 | 12 | -9
COc1ccccc1C1=NOC(Cn2c(NCCOCCO)nc3c2c(=O)n(C)c(=O)n3C)C1 (configuration not stated)
  3 | -3 | 1 | · | -9 | 0.3 | 5 | -2 | -9
O=C1CC(c2ccco2)CC(O)=C1C=NCC1CCNCC1 (configuration not stated)
  -5 | -23 | 0 | -2 | -6 | -1.4 | 6 | -4 | -8
CCCCCCn1cc(C(=O)OCC)c(=O)c2cc(F)c(F)cc21
  14 | 14 | -3 | · | -29 | 1.1 | 5 | 3 | -7
Fc1ccc(-c2csc(N3CCOCC3)n2)cc1
  -15 | -2 | 5 | · | 12 | 0.3 | 2 | 5 | 7
Nc1ccccc1-c1ccccc1N
  10 | 12 | -1 | -6 | 0 | -0.4 | 8 | 3 | 3
Cc1nc2c(C)c(C)c(C)c(C)c2nc1C
  14 | -14 | 1 | · | -23 | 1.3 | 15 | 8 | -43
COc1cccc(/C=C/C(=O)OCC(=O)NCc2ccco2)c1
  7 | 5 | -1 | 1 | -12 | 1.5 | 7 | 5 | -1
COc1cnn(-c2ccccc2)c(=O)c1SCc1ccc(Cl)c(Cl)c1
  28 | 2 | 3 | 9 | 0 | 1.1 | 8 | -1 | 27
CCCCNC(=O)CSc1nnc(Cc2ccccc2)n1CC1CCCO1 (configuration not stated)
  22 | -10 | 1 | 2 | 3 | 2.5 | 5 | 0 | 1
COc1ccc(NC(=O)c2ccc3snnc3c2)cc1
  -30&-9 | -12 | 3 | 5 | -2 | -1.4 | 9&11 | -3 | -18
COc1ccc(OC)c(CNC(=O)c2coc(=O)c3ccccc23)c1
  -19 | -37 | 0 | 0 | 7 | 0.3 | 9 | 1 | -8
NC(=O)CN1CCN(c2ccccc2F)CC1
  -2 | -32 | 2 | 0 | -7 | 0.5 | 6 | 1 | 0
O=C(c1ccc(-c2cccc(C(F)(F)F)c2)o1)N1CCOCC1
  9 | -19 | 6 | -1 | 3 | -0.1 | 10 | 0 | -7
CSc1cccc(NC(=S)Nc2cc(C)ccc2C)c1
  -70 | -3 | -3 | · | -9 | -1.2 | 12 | 3 | -10
O=C(O)c1sccc1SCc1ccc(Cl)cc1Cl
  26 | -4 | 0[fluorescence artefact?] | 5 | -22 | -2.6 | · | 5 | -44
Cn1c(=O)oc2cc(S(=O)(=O)N3CCC(C(=O)N4CCc5ccccc5C4)CC3)ccc21
  -33 | -23 | 0 | 8 | -6 | 0.7 | · | -2 | -8
O=S(=O)(NCc1ccccn1)c1ccc(Cl)c(C(F)(F)F)c1
  -2 | -14 | 0 | -6 | 0 | -1.2 | 2 | -2 | -5
Cc1cc(C(=O)NNC(=O)CCCCC(=O)NNC(=O)c2cc(C)[nH]n2)n[nH]1
  -20 | -15 | 4[fluorescence artefact?] | 2 | 13 | 0.1 | 4 | -6 | 11
CC(C)[C@H](NS(=O)(=O)/C=C/c1ccccc1)C(=O)OCC(=O)NC(N)=O
  10 | -1 | 5 | · | 22 | -0.4 | 5 | 2 | 12
CCCn1c(C)cc(/C=C(\C#N)C(=O)OCC(=O)NC(=O)NC(C)(C)C)c1C
  31 | 2 | -4 | 3 | -7 | 1.8 | 6 | -1 | -23
Nc1ccc(S(=O)(=O)Nc2nccc(/C=C/c3ccc(Cl)cc3Cl)n2)cc1
  -30 | 15 | -4 | · | 6 | 0.7 | 5 | 2 | -1
COc1ccc(F)cc1S(=O)(=O)Nc1ccc2c(c1)OCCO2
  6 | 4 | 2 | -3 | 15 | 0.8 | 2 | 6 | 10
O=C(N/N=C/c1ccncc1)c1ccccc1OCc1ccc(Br)cc1
  5 | 7 | 1[fluorescence artefact?] | 32* | -54 | -0.4 | 4 | 3 | -117
CC(C)CN(C)Cc1c(C(=O)N2CCc3ccccc3C2)nc2ccc(Cl)cn12
  46 | 5 | 7 | 4 | -7 | 0.2 | 4 | -3 | -29
CCN(CC)CCN(C(=O)c1ccc([N+](=O)[O-])cc1)c1nc2c(OC)cccc2s1
  -17 | -3 | 4 | 8 | -22 | 0.8 | 6 | 1 | -11
Cn1cnnc1SCC(=O)N1CCN(C(=O)c2ccco2)CC1
  20 | 4 | 1 | -2 | -9 | -0.5 | 4 | -2 | -7
CC(=O)NCCc1ccc(S(=O)(=O)N(C)C2CCS(=O)(=O)C2)cc1 (configuration not stated)
  -6 | -9 | -1[fluorescence artefact?] | 1 | 9 | 0.3 | 8 | 3 | -8
CCC1C(=O)CC(c2ccc([N+](=O)[O-])cc2)NC1c1ccc([N+](=O)[O-])cc1 (configuration not stated)
  -40 | 8 | 0 | 0 | 6 | 1.0 | 6 | 7 | 10
O=C(COc1ccc(/C=N/NC(=O)c2ccc(O)cc2)cc1)Nc1cccc([N+](=O)[O-])c1
  -21 | -25 | 17 | 2 | 6 | 1.2 | 2 | -1 | 1
COCCN=C1Sc2nc3ccc(C)cc3cc2CN1Cc1ccco1
  3 | 7 | 9 | 2 | -8 | -1.9 | 8 | 2 | 9
C/C(=N\NC(=O)c1nn(C)cc1Br)c1cccc(NC(=O)c2ccncc2)c1
  -30 | -15 | 2 | 4 | 0 | -0.6 | 6 | 1 | -20
Cc1ccc(S(=O)(=O)/N=C(\CN2CCOCC2)N2CCCC2)cc1
  5 | 11 | 6 | 6 | 18 | -0.3 | 5 | 5 | 0
COc1ccc(N=Cc2c(O)[nH]c3ccccc23)cc1
  -44 | 4 | -2 | -4 | 13 | -1.1 | 10 | -1 | 13
CC1=NN(C(=O)COc2cc(C)ccc2C(C)C)C(O)(c2ccccc2)C1 (configuration not stated)
  61* | 0 | 2 | · | 0 | 1.9 | 3 | -3 | 11
CC(C)C(=O)N1CCN(c2ccc(NC(=O)COc3ccccc3[N+](=O)[O-])cc2)CC1
  -34 | -11 | 1 | 3 | -6 | -0.3 | 44* | -2 | -14
Cc1cc(C=C2C(=O)c3ccccc3C2=O)c(C)n1-c1ccc(Cl)cc1
  28 | -6 | 4[fluorescence artefact?] | 0 | 0 | -1.1 | · | 4 | -6
CCCn1c(N2CCN(C)CC2)nc2c1c(=O)[nH]c(=O)n2C
  -10 | 2 | 0 | 3 | 6 | 5.3 | 8 | -1 | -3
CCC(C)C(NC(=O)C1CCC(C)CC1)C(=O)NC(C(=O)OC)C(C)C (configuration not stated)
  13 | -2 | -4[fluorescence artefact?] | -3 | -5 | 1.8 | 9 | -5 | -4
O=C(CCc1nc2ccccc2s1)c1ccccc1
  -42&-29 | -4 | 1 | 0 | 1 | -0.2 | 10&9 | -2 | -30
COc1cc(CNCCO)cc(Br)c1OCc1ccccc1
  -26 | -18 | -1 | 1 | -8 | 2.7 | 5 | 0 | 4
COc1cccc2cc(C(=O)c3ccccc3)oc12
  13 | 4 | 0 | 0 | 4 | 0.0 | 6 | 0 | -11
Cc1ccc(-c2noc(-c3ccccc3Br)n2)cc1
  34 | -3 | 0 | 5 | 6 | -0.9 | 12 | 3 | -3
CCOc1ccccc1OCCCC(=O)NC1CCCc2ccccc21 (configuration not stated)
  -11 | 9 | 4 | 2 | 10 | -2.1 | 6 | 4 | 2
COc1ccc(CNC(=O)C/C(C)=N/NC(=O)C(c2ccccc2)c2ccccc2)cc1
  7 | 1 | 1 | -2 | -36 | -4.5 | 14 | 0 | -11
Cc1cccc(NC(=O)CSc2nc3nc4c(cc3c(=O)n2-c2ccccc2)CCCC4)c1
  9 | -23 | 6 | 2 | 1 | 3.3 | 0 | 2 | -30
CC(=O)c1ccc(NC(=O)CN2C(=O)CCC2=O)cc1
  -18 | -15 | 3 | -1 | 10 | 3.1 | 6 | 9 | 10
S=C(Nc1ccc2c(c1)OCO2)N1CCN(Cc2ccco2)CC1
  9 | -14 | 0 | -5 | -6 | 0.8 | 4 | 1 | 6
COc1ccc(-c2cc(C(=O)NCCc3ccc(S(N)(=O)=O)cc3)c3ccccc3n2)cc1
  -11 | -18 | 3 | 0 | 2 | -2.2 | 7 | 3 | 13
Cc1ccc(-c2cc(C(=O)NCc3cccs3)no2)cc1
  3&-37 | 4 | -9[fluorescence artefact?] | 10 | -9 | -1.7 | 8&9 | -6 | -13
O=C(Cc1c[nH]c2ccccc12)NCc1ccco1
  19 | -21 | 3 | 1 | 8 | -0.6 | 10 | 3 | 9
O=C(c1ccncc1)N1N=C2CCCCCC2C1(O)C(F)(F)F (configuration not stated)
  15 | 8 | -3 | -1 | 7 | 0.1 | 1 | 3 | 14
COC(=O)c1sc2nc(C)cc(C)c2c1N
  3 | -11 | -8 | -2 | -4 | -1.1 | 5 | 2 | -1
O=[N+]([O-])c1ccc(Sc2nnnn2-c2ccccc2)nc1
  -32 | -5 | 2 | -7 | -39 | 1.1 | 2 | 5 | -5
Cn1[nH]c(C(F)(F)F)c(C=NCc2ccc(Cl)cc2)c1=O
  9 | -6 | 1 | 14 | 17 | -1.3 | 2 | 6 | 8
COc1cccc(NC(=O)CSc2ncnc3c2cnn3Cc2ccccc2)c1
  -10 | -10 | -11[fluorescence artefact?] | 7 | -12 | 3.2 | 5 | 0 | -39
Cc1c(Cl)cccc1NC(=O)Nc1ccccc1C(N)=O
  -34 | -2 | -4 | 8 | 6 | -0.5 | 13 | 5 | 9
O=C1c2ccccc2NC(c2ccco2)N1O (configuration not stated)
  5 | -5 | 3 | 0 | 12 | -2.3 | 13 | 2 | -3
O=C(Nc1nccs1)c1sc2cc(Cl)ccc2c1Cl
  -111&-11 | 0 | -19 | 3 | 0 | -2.8 | 14&17 | 1 | 14

Next section
Every second line gives: EP2 modulator | S1P4 antag | eIF4E 4G PPI | NPY Y1 blocker | NPY-Y2 PAM-ag | S1P4 ag | PGE2 EP2 inh | p97 ATPase inh | NPY1 pot ag
CCn1nc(C(=O)Nc2ccc3nc(C)sc3c2)c2ccccc2c1=O
  27 | -19 | 5 | -2 | -14 | -0.5 | 9 | -7 | -9
O=C(CNC(=O)c1cccs1)NCC(=O)OCc1ccc(F)cc1
  -22&-10 | 8 | 4 | 2 | 3 | 3.7 | 10&5 | 4 | 9
Cn1ncc(Cl)c1C(=O)Nc1ccc(Cl)cn1
  18 | -3 | 4 | -1 | -4 | 0.1 | 0 | 4 | 17
O=C1c2ccccc2C(O)(Cc2ccccc2)N1Cc1ccco1 (configuration not stated)
  31 | 4 | 0 | 5 | -3 | 0.7 | 2 | 4 | 6

An excerpt from above in order of the NPY1 pot ag value, lowest first:
Compound,EP2 modulator,S1P4 antag,eIF4E 4G PPI,NPY-Y2 PAM-ag,S1P4 ag,p97 ATPase inh,NPY1 pot ag
CCn1nc(C(=O)Nc2ccc3nc(C)sc3c2)c2ccccc2c1=O,27,-19,5,-14,-0.5,-7,-9
O=C1c2ccccc2C(O)(Cc2ccccc2)N1Cc1ccco1 (configuration not stated),31,4,0,-3,0.7,4,6
O=C(CNC(=O)c1cccs1)NCC(=O)OCc1ccc(F)cc1,-22&-10,8,4,3,3.7,4,9
